CHRM5 antagonist: blocks acetylcholine activation of human M5 receptor | hit rate 0.59% among 360,000 | AID 624040 | inhibition, % at 3 µM | CHO-hM5 cells, Fluo-8 calcium fluorescence, ACh EC80;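 active = inhibition above a per-plate cutoff, the mean of that plate's test compounds plus 3 SD, cut at about 27% in these data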;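 also: 0% = acetylcholine EC80 with DMSO and 100% = DMSO without agonist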
Target sequence (P08912 whole entry, looked up): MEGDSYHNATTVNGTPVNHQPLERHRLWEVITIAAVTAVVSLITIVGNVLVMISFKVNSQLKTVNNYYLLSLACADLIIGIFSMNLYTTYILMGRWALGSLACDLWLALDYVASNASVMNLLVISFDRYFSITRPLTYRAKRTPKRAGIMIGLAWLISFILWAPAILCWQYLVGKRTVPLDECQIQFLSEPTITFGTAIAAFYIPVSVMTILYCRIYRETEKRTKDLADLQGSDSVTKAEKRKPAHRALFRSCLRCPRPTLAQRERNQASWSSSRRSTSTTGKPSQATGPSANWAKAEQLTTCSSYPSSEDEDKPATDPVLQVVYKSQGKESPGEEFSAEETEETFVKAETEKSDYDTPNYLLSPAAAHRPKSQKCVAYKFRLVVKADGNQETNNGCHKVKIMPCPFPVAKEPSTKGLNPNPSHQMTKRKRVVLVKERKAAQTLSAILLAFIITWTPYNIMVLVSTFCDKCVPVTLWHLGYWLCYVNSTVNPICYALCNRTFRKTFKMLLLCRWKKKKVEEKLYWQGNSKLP
CHRM4 PAM: positive allosteric modulators of human muscarinic M4 receptor; CHO-K1 hM4/Gqi5, Fluo-8 calcium fluorescence, ACh EC20; 0% = ACh EC20, 100% = maximal ACh; AID 624126; hit rate 0.4% among 360,000; activation, % at 3 µM; P08173;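 active = activation above its plate's cutoff, the mean activation of sample wells plus 3 SD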; also: some results filed as inactive read as strong as hits
CHRM4 antagonist: CHRM4 antagonism in calcium assay | CHO-hM4 cells, ACh EC80, Fluo-8 calcium fluorescence | inhibition, % at 3 µM | hit rate 0.73% among 360,000 | AID 624125;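 active = inhibition above its plate's cutoff, the mean inhibition of sample wells plus 3 SD, cut at about 27% in these data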;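 also: 0% = acetylcholine EC80 with DMSO and 100% = DMSO without agonist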
M5 PAM: positive allosteric modulators of human muscarinic M5 receptor; activation, % at 3 µM; CHO-K1 hM5, Fluo-8 calcium, ACh EC20 PAM; 0% = ACh EC20, 100% = ACh EC100; AID 624038; hit rate 0.3% among 360,000; P08912;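 active = activation above the run cutoff, the mean activation of all test compounds plus 3 SD, cut at about 18% in these data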
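Measured by: Fluo-8 calcium fluorescence; material: human M5 receptor in CHO-K1 cells; schedule: Post-acetylcholine fluorescence recording 140 s; benchmarks: low control EC20 acetylcholine (0%), high control EC100 acetylcholine (100%); read-out: Max/basal fluorescence ratio as % of EC20–EC100 ACh window; compound: single dose, 3 µM nominal final test concentration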
CRFBP-R2 agonist: CRF-BP/CRF-R2 complex agonism; HEK293 CRF-R2/CRF-BP, calcium dye fluorescence (FLIPR); percent of saturating CRF peptide response; activation, % at 13.2 µM; hit rate 0.46% among 350,000; AID 588473;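 active = activation of at least 50%, plus an integration ratio under a set limit after plate pattern correction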;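 also: plate controls were neutral control wells without compound for no effect and CRF at EC100 for full effect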
M5 ag: agonists of human muscarinic M5 receptor (CHRM5); P08912; activation, % at 3 µM; hit rate 0.19% among 360,000; AID 624037; CHO-K1 hM5 cells, Fluo-8 calcium fluorescence; 0% DMSO wells, 100% maximal acetylcholine response;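 active = activation above the run's mean over test compounds plus 3 SD, cut at about 23% in these data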;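 also: signal is peak over basal fluorescence ratio across the kinetic read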
M1 PAM: potentiates human M1 receptor response to acetylcholine. hit rate 0.088% among 360,000. AID 588819. P11229. CHO-K1 hM1, Fluo-8 calcium fluorescence, ACh EC20; 0% = ACh EC20, 100% = maximal ACh. activation, % at 3 µM; in the data active = activation above about 19%, passing the limit was not always enough
Target sequence (P11229 whole entry, looked up): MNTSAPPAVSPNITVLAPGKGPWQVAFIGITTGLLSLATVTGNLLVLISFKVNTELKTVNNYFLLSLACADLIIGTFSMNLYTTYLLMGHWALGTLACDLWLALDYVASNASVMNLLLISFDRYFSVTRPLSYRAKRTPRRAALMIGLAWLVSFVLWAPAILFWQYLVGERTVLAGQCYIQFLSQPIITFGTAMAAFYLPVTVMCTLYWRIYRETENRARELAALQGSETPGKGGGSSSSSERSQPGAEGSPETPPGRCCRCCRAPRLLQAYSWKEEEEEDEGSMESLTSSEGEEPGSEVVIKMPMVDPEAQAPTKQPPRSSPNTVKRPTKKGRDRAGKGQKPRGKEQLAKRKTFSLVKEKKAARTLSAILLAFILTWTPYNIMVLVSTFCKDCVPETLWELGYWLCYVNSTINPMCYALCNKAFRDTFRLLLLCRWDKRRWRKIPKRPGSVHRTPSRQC
CHRM4 agonist: CHRM4 agonism in calcium assay; CHO-K1 hM4/Gqi5, Fluo-8 calcium fluorescence; vehicle 0%, full acetylcholine response 100%; activation, % at 3 µM; hit rate 0.14% among 360,000; AID 624127;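 active = activation above the run mean over all test wells plus 3 SD, cut at about 32% in these data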;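 also: peak over basal fluorescence ratio per well then scaled between controls; 0% = DMSO wells and 100% = acetylcholine at EC100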
CRFR2-BP antag: antagonists of CRF-binding protein/CRF-R2 receptor complex. HEK293 CRF-R2/CRF-BP, CRF-induced calcium fluorescence. inhibition, % at 11.8 µM. hit rate 0.59% among 350,000;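 active = inhibition of the ligand-induced calcium signal above about 50% at the single tested concentration, limit read from the data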
Active calls of the source: *; / = no result given.

Preview:
SMILES | CHRM5 antagonist | CHRM4 PAM | CHRM4 antagonist | M5 PAM | CRFBP-R2 agonist | M5 ag | M1 PAM | CHRM4 agonist | CRFR2-BP antag
Cc1cc(NC(=O)CCC(=O)N(Cc2ccco2)C2(C(=O)NC3CCCC3)CCCCC2C)no1 (stereo not given) | 8 | -2 | -6 | 0 | -0.2 | -2 | 10 | 2 | -13
COC(=O)CS(=O)(=O)c1ccsc1C(=O)Nc1ccc(F)c(F)c1 | 12 | -9 | 5 | -16 | -0.8 | 2 | -11 | 16 | 10
Cc1ncc(CO)c2cc(S(=O)(=O)c3ccc(F)cc3)c(=O)oc12 | -4 | -4 | 8 | -3 | -2.5 | 2 | -13 | 2 | 4
CC(=O)N1CCN(Cc2cc(=O)oc3ccc4ccccc4c23)CC1 | -1 | 6 | -18 | -1 | / | 0 | 9 | 6 | /

Results, from the start:
SMILES | CHRM5 antagonist | CHRM4 PAM | CHRM4 antagonist | M5 PAM | CRFBP-R2 agonist | M5 ag | M1 PAM | CHRM4 agonist | CRFR2-BP antag
Cc1cc(NC(=O)CCC(=O)N(Cc2ccco2)C2(C(=O)NC3CCCC3)CCCCC2C)no1 (stereo not given) | 8 | -2 | -6 | 0 | -0.2 | -2 | 10 | 2 | -13
COC(=O)CS(=O)(=O)c1ccsc1C(=O)Nc1ccc(F)c(F)c1 | 12 | -9 | 5 | -16 | -0.8 | 2 | -11 | 16 | 10
Cc1ncc(CO)c2cc(S(=O)(=O)c3ccc(F)cc3)c(=O)oc12 | -4 | -4 | 8 | -3 | -2.5 | 2 | -13 | 2 | 4
CC(=O)N1CCN(Cc2cc(=O)oc3ccc4ccccc4c23)CC1 | -1 | 6 | -18 | -1 | / | 0 | 9 | 6 | /
CC1CN(C(=S)NC(=O)c2ccc([N+](=O)[O-])cc2)CC(C)O1 (stereo not given) | -10 | 3 | -2 | 2 | 1.6 | -1 | 6 | 0 | -8
COc1ccc(NC(=O)c2ccc(OC(=S)N(C)c3ccc(OC)cc3)cc2)cc1 | 4 | 6 | -1 | 6 | 0.7 | -9 | 1 | 1 | 8
CCCCC(O)(CCCC)C(=O)NN(C(=O)c1cccnc1Cl)c1ccccc1 | 3 | 5 | -6 | -1 | -0.8 | -5 | 10 | 2 | -19
CCN(Cc1nc2ccccc2c(=O)[nH]1)Cc1cc(=O)oc2cc(C)c(C)cc12 | 8 | -14 | 9 | -12 | -0.1 | 1 | -3 | 10 | -14
CC(C)CN(C)C(=O)CCc1nnc(Cc2ccc(-c3ccccc3)cc2)o1 | -4 | -2 | -1 | 4 | -1.2 | 2 | 3 | 7 | 0
Cc1ccc(NC(CNS(=O)(=O)c2ccc(Cl)cc2)c2ccccc2)cc1 (stereo not given) | 11 | -19 | 0 | -11 | -2.7 | -4 | -5 | -1 | -7
CCOC(=O)c1ccc(NC(=O)N2C3CCCC2CC(NC(C)=O)C3)cc1 (stereo not given) | 8 | -4 | 5 | 2 | -0.5 | -5 | 5 | 1 | -9
CC(C)c1cccc(C(C)C)c1OC(=O)[C@H]1OC(c2ccc(Br)cc2)=C[C@@H]1c1ccc(Br)cc1 | 1 | 2 | -6 | 0 | 3.9 | 4 | -5 | 3 | -11
C=CCOc1ccc(/C=C/C(=O)OCC(=O)N(C)CC(=O)Nc2ccc(F)cc2)cc1 | 10 | 4 | 0 | -6 | -0.5 | 2 | 0 | 1 | -3
COc1cc(/C=N/N=C2/NC(=O)C(Cc3ccc(F)cc3)S2)ccc1O (stereo not given) | -29 | -4 | -7 | 0 | -4.8 | 1 | 5 | 2 | 21
Oc1ccc(-c2nccc(-c3cccs3)n2)cc1 | -4 | 4 | -3 | -2 | -1.4 | 0 | 6 | 0 | 17
COc1cccc(CN(C)CC(O)COC(c2ccccc2)c2ccccc2C)c1 (stereo not given) | 8 | -7 | 3 | -2 | 0.2 | -4 | -16 | 6 | -6
CNC(=O)C1=C(C)NC(=S)NC1c1cc2c(cc1OC)CCCC2 (stereo not given) | -5 | 8 | -4 | 0 | -0.7 | -2 | 9 | 1 | 17
CCOc1cc(N2CCOCC2)c(OCC)cc1NC(=O)c1ccc(OC)cc1 | 5 | 1 | -2 | 6 | -4.0 | 0 | 7 | 2 | 3
CCCCNC(=O)CCC(=O)Nc1ccc2nc(N3CCOCC3)cc(C)c2c1 | 9 | -2 | 8 | -3 | -1.8 | 1 | 3 | 1 | 9
O=C(c1cc2ccccc2oc1=O)N(Cc1ccco1)Cc1cccs1 | 1 | -3 | 7 | -8 | -0.3 | -1 | 2 | 4 | 7
Cc1ccc(N2C(=O)c3ccc(C(=O)Nc4cccnc4)cc3C2=O)c(C)c1 | 2 | -3 | -3 | -4 | 1.9 | -1 | 4 | 5 | -12
COc1ccc(-c2cc(-c3ccccc3)no2)cc1 | -6 | 7 | -5 | 9 | 0.8 | 5 | 8 | 0 | 0
Cc1cc(C(=O)O[C@H]2[C@H](C)NS(=O)(=O)[C@H]3C[C@@H]4C=C[C@]23O4)cc([N+](=O)[O-])c1 | 15 | 2 | 4 | -7 | -1.9 | 2 | -2 | 0 | 12
CCOc1ccc(S(=O)(=O)N2CCC(C(=O)NCc3cccnc3)CC2)cc1Cl | 3 | -5 | 16 | 3 | -2.2 | -3 | 0 | 1 | 9
COc1ccc(C2=Nc3ccccc3NC(=O)C2N(C(=O)c2cc3ccccc3[nH]2)c2ccccc2)cc1 (stereo not given) | 3 | 5 | -14 | -4 | / | 4 | 1 | 3 | /
CS(=O)(=O)N1CCN(c2ccccc2NC(=O)Cc2ccc(Cl)cc2)CC1 | 3 | 9 | -5 | -3 | -0.4 | 1 | 5 | 2 | 7
CCOC(=O)C1=C(C)NC2=C(C(=O)CC(C)(C)C2)C1c1ccc2c(c1)CCCN2C (stereo not given) | -3 | 2 | 5 | 3 | -1.1 | -3 | 6 | 1 | 17
COc1ccc(-c2cc3c(=O)n(CC(=O)NCCN4CCCC4)nc(C)n3n2)cc1 | 10 | -3 | 6 | -5 | 0.4 | -3 | -5 | -1 | 1
Nc1nc(C23CC4CC(CC(C4)C2)C3)[nH]c(=O)n1 | 8 | 1 | -6 | 5 | -0.6 | 0 | 11 | 1 | 5
CCOc1ccc(NS(=O)(=O)c2ccc(NC(=S)NC(C)=O)cc2)cc1 | 3 | -6 | 7 | -7 | 49 | 25* | 1 | 26 | -101
CCOc1ccc2oc(C(=O)N3CCN(c4ccccc4OCC)CC3)c(C)c2c1 | 8 | -13 | 12 | -12 | -0.2 | 1 | -7 | 8 | -14
Cc1ccc(Nc2cc(C)c3c(O)cccc3n2)cc1C | 16 | -6 | -9 | -10 | 25 | 10 | 8 | 12 | -50
Cc1cc(=O)oc2cc(N3C(=O)CC(Cc4ccccc4)C3=O)ccc12 (stereo not given) | 2 | 9 | -3 | 1 | 1.1 | 1 | 6 | 3 | -7
O=C(O)C/C(=C\c1ccc(Cl)cc1)c1nc2ccccc2o1 | -1 | 5 | -4 | 8 | -1.2 | 2 | 13 | 0 | 11
CCCCN(C(C)=O)c1ccc2c(c1)C1CC2CCN1Cc1ccccc1 (stereo not given) | 7 | -9 | 11 | -7 | 1.4 | -4 | -6 | 0 | 2
COc1ccc(C(C)=O)cc1COC(=O)CSCC(=O)Nc1ccc(C)cc1 | 2 | -4 | 26* | -3 | -4.0 | -1 | 5 | 1 | 8
CCn1c(CC(=O)Nc2ccc(C)cc2)n[nH]c1=S | -4 | 6 | -16 | 5 | -0.6 | -2 | -3 | 1 | 11
COc1ccc(CNc2nc3ccccc3n2Cc2ccccc2)cc1OC | 4 | 6 | 1 | 5 | -0.8 | 0 | 1 | 4 | 4
CC1(C)Cc2noc(N)c2C(C)(C)N1OC(=O)c1scc2c1OCCO2 | -16 | -7 | -3 | 17 | 1.1 | 6 | 8 | 0 | -1
COc1ccccc1OCCNC(=O)CNC(=O)c1ccc(C(C)(C)C)cc1 | 10 | 16 | -16 | 6 | 3.7 | -4 | 10 | 1 | -10
CCCN1CCN(C(=O)CCn2c(=O)c3cccn3c3cccnc32)CC1 | 4 | -17 | 9 | 2 | 1.4 | -4 | 8 | 0 | 12
CN1CCc2c(sc(NC(=O)c3ccc([N+](=O)[O-])o3)c2C(N)=O)C1 | 3 | 0 | 8 | 0 | -13 | -4 | 0 | 0 | 9
COc1cc(NC(=O)Cc2cccs2)ccc1-n1cnnn1 | 5 | 5 | 2 | -6 | 0.0 | -3 | 7 | 1 | -2
O=C(Cc1cccs1)NNC(=O)C12CC3CC(CC(C3)C1)C2 | -2 | -1 | -2 | 6 | 0.4 | -3 | 8 | 1 | 2
O=C(Nc1ccc2oc(Cc3ccc(Cl)cc3)nc2c1)c1cccnc1 | 4 | 8 | 3 | 1 | 0.5 | 0 | 0 | 5 | -4
CCCc1cc(=O)oc2c(C)c(OCC(=O)NCCCN3CCOCC3)ccc12 | 0 | 0 | -15 | -6 | 1.1 | -5 | 1 | 1 | 1
CCN1CCN(C(=S)Nc2cccc(Cl)c2)CC1 | 0 | 0 | 3 | 3 | 1.4 | 1 | 7 | 1 | -3
Cc1ccccc1Cn1cc(NC(=O)c2cc(-c3cccs3)on2)cn1 | -2 | 0 | -6 | -7 | -1.7 | 2 | -1 | 1 | -11
CC1(C)CC2CC(C)(CN2C(=O)C23CCC(C)(C(=O)C2)C3(C)C)C1 (stereo not given) | 0 | -2 | -3 | 0 | -2.1 | 0 | 6 | 0 | -16
COC(C(=O)Nc1ccnn1C1CCN(C(=O)c2cccc(F)c2)CC1)c1ccccc1 (stereo not given) | 1 | -5 | -2 | 2 | 0.4 | -1 | 9 | -1 | -3
CCCCCC(=O)NN1C(=S)N(c2ccc(OC)cc2)C(=O)C1CC(=O)Nc1ccccc1 (stereo not given) | 7 | -5 | 3 | 0 | -0.3 | -4 | 4 | 0 | 4
O=C(c1cccc(F)c1F)N1CCCC1 | 8 | 0 | 4 | 9 | -0.2 | -2 | 2 | 0 | -6
N/C(=N\N=Cc1ccc2c(c1)OCO2)NN=Cc1ccc2c(c1)OCO2 | 8 | 3 | 0 | 2 | -1.5 | 4 | 0 | 1 | 15
COc1cc(C(=O)NCCC(=O)N2CCC3(CC2)NCCc2[nH]cnc23)cc(OC)c1OC | 8 | -3 | 0 | -3 | 0.1 | -1 | 1 | 2 | -7
CC(C)NC(=O)c1cc2nc(-c3ccco3)cc(C(F)(F)F)n2n1 | 0 | -8 | 14 | 0 | -0.8 | 3 | 13 | 1 | -3
O=[N+]([O-])c1ccccc1OCCN1CCCC1 | 14 | -7 | 5 | -10 | 7.5 | -15 | -13 | 1 | -3
COC(=O)CCC(=O)COc1ccc(OC)cc1C#N | 1 | 0 | 3 | -4 | 1.3 | -1 | -7 | 0 | -2
O=c1n(Cc2ccccc2)nc2n1-c1ccccc1SC2 | 2 | -9 | 3 | 3 | -5.3 | -4 | 4 | 1 | 24
O=C(NC1CCCC1)C1c2ccccc2OCC(=O)N1Cc1ccccc1 (stereo not given) | -3 | 7 | 0 | 3 | / | 2 | / | 0 | /
CN1C(=O)/C(=C/c2ccc(C(=O)NC3CCCC3)cc2)Oc2ccccc21 | 2 | -11 | 10 | -8 | 1.0 | -1 | 6 | 2 | -4
CCc1nnc(NC(=O)c2nc3nccc(C)n3n2)s1 | -7 | 13 | -10 | -2 | 0.3 | -5 | 1 | 0 | -6
CC(C)(C)c1cc(C(=O)O)n(Cc2ccc(Cl)cc2Cl)n1 | 1 | -12 | -2 | 0 | 1.0 | 4 | 1 | 6 | 15
